Source: PubChem
PfHsp90 set2 = inhibits growth of yeast expressing Plasmodium falciparum Hsp90. S. cerevisiae expressing PfHsp90, BacTiter-Glo ATP, 48 h; yeast lacking PDR1 and PDR3 efflux regulators. inhibition, % at 9.4 µM. 310,000 tested, 0.32% active;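 active = every replicate shows inhibition above about 80%, whatever the replicate mean, limit read from the data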;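 also: 0% = DMSO neutral controls and 100% = 20 µM radicicol positive controls; yeast relying on Plasmodium falciparum Hsp90 in place of its own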
Tat transport = inhibitors of E. coli Tat protein transport; 340,000 tested, 0.036% active; inhibition, % at 10 µM; E. coli MC4100 TorA-mCherry Tat export, fluorescence;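 active = mean replicate inhibition at least 50% and at least half of replicates individually reaching 50%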;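 also: exported cargo escapes ClpAP degradation while cytoplasmic cargo is degraded and loses fluorescence; 0% = median of neutral control wells and 100% = median of NaSCN control wells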
phage Ecoli inh = E. coli growth loss with phage present; growth absorbance; inhibition, % at 11.9 µM; 360,000 tested, 0.26% active; AID 651602; in the data active = inhibition above about 11%
MOR-DOR ag = agonists of human mu-delta opioid receptor heterodimerization. P35372+P41143. cells, OPRM1-OPRD1 heterodimerization, luminescence. activation, % at 9.3 µM. 340,000 tested, 0.3% active; in the data active = activation above about 18%;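 also: 0% = vehicle-treated cells and 100% = reference agonist; values of inactives mirror those of a sister screen read the other way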
E coli growth = bacterial growth inhibition, counter-screen for AddAB inhibitors. E. coli V3065 growth, OD600 absorbance, 18 h. inhibition, % at 11.9 µM. 330,000 tested, 0.27% active. AID 449728;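 active = inhibition above the campaign's mean inhibition across all tested compounds plus 3 SD, cut at about 9.9% in these data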;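 also: uninfected addAB+ strain grown without phage in ampicillin broth; 0% = DMSO wells and 100% = ciprofloxacin 0.95 µg/ml wells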
Arr AP2 block = human beta-arrestin and AP2 interaction inhibition; FITC-arrestin peptide / GST-AP2 beads, flow cytometry; AP2 beta2 appendage carries R879A mutation; inhibition, % at 10 µM; 340,000 tested, 0.31% active; AID 504490;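 active = inhibition above a set limit, near 3 SD of compounds lacking own fluorescence, cut at about 54% in these data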;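 also: plate controls were DMSO wells for no effect and 5 µM unlabelled arrestin peptide for full effect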
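System: GST-AP2 R879A glutathione beads | Also added: FITC-arrestin peptide, 50 nM | Times: 12 min plus 1 h, RT | Signal: Bead flow cytometry, FITC channel | Buffer or medium: PBS with 0.05% Tween 20 and 0.1% BSA | Read-out basis: Percent drop in bead-associated FITC signal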
Mot1-301 SUMO = SUMOylation pathway inhibition by Mot1-301 growth rescue. 320,000 tested, 1% active. S. cerevisiae Mot1-301 growth rescue, ATP luminescence, 38.5C; percent above DMSO median, 100 means doubled. growth rescue, % at 18.8 µM;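 active = every valid replicate shows activation above 250% relative to neutral control wells; inactive = the rest, any valid replicate at or below 250%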;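 also: OY570 slx delta 5 strain wells were the positive control but not used for scaling; some compounds called inactive have numbers as strong as hits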
Pemphigus Ab inh = inhibitors of pemphigus antibody binding to human desmoglein-3; DSG3-coupled beads, scFv-anti-DSG3-GFP binding, flow cytometry; active compounds read low; binding (percent of control), % at 10 µM; 310,000 tested, 0.48% active; AID 588358;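 active = binding more than 3 SD below its plate's average and above zero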;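 also: hits lower antibody fragment binding to DSG3; some compounds called inactive have numbers as strong as hits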
Target sequence (P32926 whole entry, looked up, the tested form may be a part): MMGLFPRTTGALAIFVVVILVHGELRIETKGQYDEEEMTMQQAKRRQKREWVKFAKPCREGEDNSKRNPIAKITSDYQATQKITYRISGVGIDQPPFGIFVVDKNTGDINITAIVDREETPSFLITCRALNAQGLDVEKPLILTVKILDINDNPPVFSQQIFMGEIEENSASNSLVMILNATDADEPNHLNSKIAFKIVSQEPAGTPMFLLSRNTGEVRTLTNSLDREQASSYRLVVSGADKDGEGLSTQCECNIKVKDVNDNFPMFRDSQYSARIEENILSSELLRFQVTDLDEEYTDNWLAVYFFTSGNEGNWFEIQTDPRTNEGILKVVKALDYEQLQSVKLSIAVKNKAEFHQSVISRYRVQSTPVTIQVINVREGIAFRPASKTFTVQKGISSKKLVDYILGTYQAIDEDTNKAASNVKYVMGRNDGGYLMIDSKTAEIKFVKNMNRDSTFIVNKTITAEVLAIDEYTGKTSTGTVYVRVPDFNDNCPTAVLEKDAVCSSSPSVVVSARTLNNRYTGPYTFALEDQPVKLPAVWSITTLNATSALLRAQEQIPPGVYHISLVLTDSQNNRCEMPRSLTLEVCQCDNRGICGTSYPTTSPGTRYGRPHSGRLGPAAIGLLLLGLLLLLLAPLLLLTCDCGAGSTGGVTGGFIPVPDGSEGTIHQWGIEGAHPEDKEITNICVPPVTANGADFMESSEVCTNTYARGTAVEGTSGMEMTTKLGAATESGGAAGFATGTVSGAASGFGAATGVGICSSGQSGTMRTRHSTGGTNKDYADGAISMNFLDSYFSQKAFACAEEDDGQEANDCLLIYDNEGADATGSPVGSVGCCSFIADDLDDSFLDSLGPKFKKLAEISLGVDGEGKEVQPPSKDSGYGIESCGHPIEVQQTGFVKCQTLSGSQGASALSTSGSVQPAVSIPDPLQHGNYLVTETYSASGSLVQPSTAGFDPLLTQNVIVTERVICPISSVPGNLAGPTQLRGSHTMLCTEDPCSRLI
PKA-R1A act = PKA-R1A complex activation. AID 504707. 340,000 tested, 0.083% active. PKA-R1A dissociation, Cy5-IP20 fluorescence polarization; scaled: DMSO 0%, 113 µM cGMP 100%. P00514+P68181. activation, % at 11.4 µM;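 active = percent activation above the mean of all tested compounds plus 3 SD, cut at about 19% in these data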;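 also: higher means more PKAc released from R1A so a rise in polarization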
OPRM1-OPRD1 inv = mu-delta opioid heterodimer inverse agonism. inhibition, % at 9.3 µM. cell-based MOR-DOR heterodimer luminescence. AID 504357. 340,000 tested, 0.21% active. P35372+P41143; in the data active = inhibition above about 22%, passing the limit was not always enough;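 also: 0% = cells with DMSO and 100% = wells without cells with DMSO; values of inactives mirror those of a sister screen read the other way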
AddAB inh = less growth of phage-infected E. coli with AddAB; E. coli expressing H. pylori AddAB, absorbance growth; inhibition, % at 11.9 µM; 330,000 tested, 0.29% active; in the data active = inhibition above about 12%;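 also: 0% = vehicle wells of infected cells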
* = called active by the depositor; . = not tested or not shown.

SMILES	PfHsp90 set2	Tat transport	phage Ecoli inh	MOR-DOR ag	E coli growth	Arr AP2 block	Mot1-301 SUMO	Pemphigus Ab inh	PKA-R1A act	OPRM1-OPRD1 inv	AddAB inh
Cc1cccc(C)c1NC(=O)C(NC(=O)c1ccccn1)c1ccccc1[N+](=O)[O-] (centres undefined)	14.4	1.6	4.0	-1.2	0.2	0.5	167.5	102.3	-13.4	8.9	4.2
Cc1ccc(-c2csc(NC(=O)CN3CCC(C(N)=O)CC3)n2)cc1	-1.6	0.1	-3.2	-0.1	0.4	5.4	2.7	100.1	-1.8	0.2	2.3
Cn1cccc1CC(=O)N/N=C/c1ccc(Cl)c([N+](=O)[O-])c1	7.6	-6.7	0.6	.	-0.5	30.2	206.7	95.6	.	.	-0.1
COCCNC(=S)Nc1ccc([N+](=O)[O-])cc1C	6.0	0.4	4.1	-1.7	1.0	-1.5	-20.3	98.6	4.0	9.0	-0.8
Cc1cnc(C(=O)N2CCCC(N3CCN(c4ccccc4F)CC3)C2)cn1 (centres undefined)	-15.2	3.9	0.2	-1.3	.	3.8	.	.	7.6	7.2	.
COc1cc(SC)ccc1C(=O)Nc1ccc2ncccc2c1	-2.5	6.9	1.2	-1.0	4.0	4.8	280.7	100.0	-5.1	4.9	6.2
CC1CN(CC(=O)c2c(N)n(Cc3ccccc3)c(=O)n(C)c2=O)CC(C)O1 (centres undefined)	-32.3	0.9	0.4	-1.9	1.4	-6.0	694.6	96.6	-8.7	9.9	-0.6
Nc1c(C(=O)c2ccccc2)sc2c1c(=O)[nH]c(=O)n2-c1ccccc1	7.3	2.5	0.6	-4.0	-0.9	-1.4	-9.7	87.5	-7.5	20.2	0.7
CN1CCN(C(=O)c2cnn(-c3ccccc3)c2NC(=O)c2ccccc2Br)CC1	-6.6	-11.5	0.9	0.7	-0.2	-2.0	331.4*	115.0	-3.6	-5.2	2.8
CC(C)[C@H](NC(=O)c1ccco1)C(=O)OCC(=O)Nc1ccc(Cl)c(S(=O)(=O)N(C)C)c1	-2.3	-0.3	0.1	-1.7	-3.4	-11.9	-3.2	100.4	-5.5	9.0	-1.6
Cc1nc(NC(=O)c2ccc(F)cc2)sc1C(=O)Nc1ccc2c(c1)CCC2	-6.5	-3.4	2.7	-0.1	-1.5	30.8	-12.7	90.8	0.8	0.6	4.7
N#C/C(=C\c1ccncc1)c1ccccn1	-5.1	-0.8	1.5	-1.1	0.4	10.1	-0.2	101.0	-2.3	5.5	-2.2
CCOC(=O)c1cc2c(=O)n3ccccc3nc2n(Cc2ccco2)c1=NC(=O)c1cccnc1	-18.4	-6.5	3.2	-3.0	0.1	27.7	88.7	99.6	2.2	15.6	-0.9
COc1ccccc1OCC(=O)OCC(=O)Nc1sccc1C(N)=O	7.8	0.9	3.8	-2.8	0.0	-5.8	5.7	101.1	5.6	14.2	3.3
Cc1ccc(/C=c2/sc3nnc(-c4ccccc4Cl)n3c2=O)o1	5.0	-1.7	2.8	0.3	0.5	19.6	-3.6	98.6	7.7	-1.4	0.7
COC(=O)c1ccc(OC(=O)N2CCOCC2)cc1	-5.0	-3.0	-0.2	-2.5	-0.9	34.1	11.3	112.9	-13.2	12.8	0.5
CCc1ccc(OCC(=O)N2CCc3ccccc32)cc1	5.8	-5.6	2.8	-1.2	-1.7	28.7	-15.3	.	8.0	6.4	5.2
Cc1cc(/C([O-])=C(/C(=S)Nc2ccc(F)cc2)[n+]2ccccc2)c(C)n1-c1ccc(F)cc1	-2.8	-6.5	2.4	-1.6	1.1	6.0	-19.9	98.8	-8.9	8.4	3.0
Cc1c(C(=O)Nc2cc(F)ccc2F)sc2nc3n(c(=O)c12)CCCCC3	3.7	1.9	1.6	0.2	1.5	29.4	20.7	96.6	-0.6	-1.0	2.3
CN(C)c1ccnc2sc3c(=O)n(Cc4ccccc4)cnc3c12	11.6	-20.8	.	-1.3	-2.0	16.9	-16.4	.	-2.5	7.2	-1.1
Cc1ccnc(NS(=O)(=O)Cc2ccccc2)c1	.	-4.8	2.9	-2.4	1.6	3.0	75.5	91.9	-23.3	13.1	2.0
COc1ccccc1NC(C)=O	3.8	0.9	1.2	0.1	-0.1	5.0	10.9	102.7	1.4	-0.8	0.1
CC(=O)NC(=O)Nc1sc(=S)n(C)c1C	0.3	-3.8	3.6	2.4	-4.2	11.8	0.6	91.5	-4.9	-14.0	1.5
Cc1ccccc1-n1c(SCC(=O)N/N=C/c2sccc2C)nc2ccccc2c1=O	-5.0	-8.0	0.9	-1.2	2.1	-6.9	-14.1	98.5	-11.5	6.3	3.5
O=C(c1ccccc1Cc1ccccc1)N1CCN(S(=O)(=O)c2ccccc2)CC1	5.8	5.5	-0.9	-1.5	-4.4	44.5	165.7	106.0	3.7	8.1	-3.8
CCOc1cc2c(cc1O)C(=NO)CC1C2CCC2(C)C(O)CCC12 (centres undefined)	-11.4	-1.9	2.5	-1.3	.	36.5	.	.	0.6	6.4	.
Cc1nnc(NC(=O)c2oc3c(ccc4ccccc43)c2C)s1	2.9	3.6	1.2	-2.3	-2.1	11.2	.	.	-3.2	13.1	-0.5
COc1cc(NCC(=O)Nc2cccc(S(=O)(=O)N3CCCCC3)c2)cc(OC)c1OC	-1.9	1.8	3.1	1.7	-0.5	34.3	3.7	.	-9.6	-6.3	4.9
Cc1nc2ccc(NC(=O)N3CCC(c4ccccc4)C3)cc2nc1C (centres undefined)	15.2	9.5	1.9	-2.0	2.2	-11.0	-4.2	111.8	-3.4	11.3	2.5
Cc1ccc(C(C(=O)NCc2ccccc2)N(Cc2cccs2)C(=O)c2ccc3c(c2)OCCO3)cc1 (centres undefined)	-6.2	-2.5	5.7	2.8	-1.5	16.7	-5.2	90.7	-0.1	-20.6	1.1
COc1ccc(/C=C/C(=O)c2cc(Br)ccc2O)cc1OC	-8.0	9.9	1.9	-3.5	2.2	-22.0	-17.7	104.0	-7.2	17.5	1.9
CCOC(=O)c1c(CN2CCN(c3ccccc3)CC2)oc2ccc(O)cc12	-13.6	2.9	1.8	4.2	-0.7	14.4	-10.4	103.5	4.3	-23.0	-0.3
Cc1cc(N2CC34C=CC(O3)C(C(=O)O)C4C2=O)no1 (centres undefined)	.	6.6	4.5	-2.4	-1.7	7.5	30.5	102.1	-4.8	14.1	1.3
CN(C)/C=C/C(=O)c1ccccc1F	.	1.6	1.6	-3.1	-1.1	-4.4	-7.2	.	-20.6	15.5	1.7
COc1cccc(OC)c1C(=O)N1CCN(S(=O)(=O)c2ccccc2)CC1	6.3	-2.8	1.4	-2.9	-1.4	3.2	11.9	107.2	-13.1	12.1	-0.2
CCOC(=O)C1CCN(S(=O)(=O)c2ccc(OC)c(Cl)c2Cl)CC1	-19.7	5.0	3.6	2.7	-0.9	-6.1	-4.8	108.4	13.3	-15.6	1.6
CCCNC(=O)Cn1nc(C(F)(F)F)cc1C	2.3	-0.4	-0.2	0.7	-0.8	41.7	7.7	95.7	-1.1	-3.6	0.3
O=C(O)C(Sc1ccncn1)c1ccccc1 (centres undefined)	-5.3	2.7	3.0	-2.4	2.0	-8.8	-15.4	97.1	-8.9	11.0	4.6
CCC1COCCS(=O)(=O)N1Cc1ccc(C)cc1 (centres undefined)	-7.1	0.6	.	-3.6	-0.6	-7.7	1.0	99.2	-7.5	20.5	1.2
COc1ccc(CN2CCN(C(=O)CC(C)C)CC2)c(OC)c1OC	-0.1	-3.0	2.6	-0.5	2.0	-7.2	-12.7	158.8	3.9	2.6	3.2
COc1cc(C(=O)OC2CSCC2NC(=O)c2ccccc2)cc(OC)c1OC (centres undefined)	7.6	-14.5	1.5	-0.1	-1.8	11.7	9.8	83.7	-10.0	0.8	1.4
COc1ccc2cc(C(=O)Nc3ccc(O)cc3)sc(=O)c2c1OC	11.3	1.9	5.8	1.3	1.4	2.8	-6.5	98.4	-10.1	-7.9	1.6
N#Cc1nc(-c2ccc(F)cc2)oc1N1CCCCC1	-28.1	4.5	0.5	-1.1	-0.2	5.2	608.8	.	-6.6	5.2	0.1
COc1ccccc1CNC(=O)/C=C/c1ccc(S(=O)(=O)NCc2ccco2)cc1	.	3.6	1.8	-2.6	0.5	-9.8	7.8	109.8	-11.9	13.8	-2.6
O=C(NCc1ccccn1)c1cccn1-c1ncc(C(F)(F)F)cc1Cl	3.4	-2.5	1.9	-2.4	0.6	-17.7	-7.2	98.7	-15.2	12.2	-0.6
S=C(NCc1cccc(Cl)c1)NC1CCCCC1	-0.8	-8.1	6.2	3.3	4.3	31.5	2.4	102.1	9.6	-17.3	6.6
O=C(CN1CCN(S(=O)(=O)c2ccccc2)CC1)N1CCCCC1	.	0.5	1.9	-2.6	0.0	-4.2	0.5	87.2	1.9	11.1	-2.7
COC(=O)C1CCN(CC(=O)Nc2ccc3c(c2)OCCO3)CC1	.	-0.1	-1.0	-2.0	-2.7	-3.4	-7.1	96.5	-7.2	10.6	-0.2

Single records, as listed above. Order of values: PfHsp90 set2	Tat transport	phage Ecoli inh	MOR-DOR ag	E coli growth	Arr AP2 block	Mot1-301 SUMO	Pemphigus Ab inh	PKA-R1A act	OPRM1-OPRD1 inv	AddAB inh
O=C(NCc1ccccn1)c1cccn1-c1ncc(C(F)(F)F)cc1Cl as listed: 3.4	-2.5	1.9	-2.4	0.6	-17.7	-7.2	98.7	-15.2	12.2	-0.6
N#Cc1nc(-c2ccc(F)cc2)oc1N1CCCCC1 as listed: -28.1	4.5	0.5	-1.1	-0.2	5.2	608.8	.	-6.6	5.2	0.1
COc1ccccc1CNC(=O)/C=C/c1ccc(S(=O)(=O)NCc2ccco2)cc1 as listed: .	3.6	1.8	-2.6	0.5	-9.8	7.8	109.8	-11.9	13.8	-2.6
CCCNC(=O)Cn1nc(C(F)(F)F)cc1C as listed: 2.3	-0.4	-0.2	0.7	-0.8	41.7	7.7	95.7	-1.1	-3.6	0.3

Continued.
SMILES	PfHsp90 set2	Tat transport	phage Ecoli inh	MOR-DOR ag	E coli growth	Arr AP2 block	Mot1-301 SUMO	Pemphigus Ab inh	PKA-R1A act	OPRM1-OPRD1 inv	AddAB inh
Cc1ccc(/C=C/c2nnc(-c3cccs3)o2)cc1	.	1.3	1.9	5.5	0.7	6.2	25.4	70.5*	-7.5	-32.6	0.2
C[C@]12c3[nH]c4ccc(Cl)cc4c3CCN1C(=O)[C@@H](CC(=O)NCC13CC4CC(CC(C4)C1)C3)C[C@@H]2C(=O)N1CCCCC1	-46.8	-2.1	3.7	-1.9	-1.2	-19.5	.	87.7	-3.0	9.6	-1.5
COc1ccc(/C=N\NC(=O)c2cc(OCC(F)(F)F)ccc2OCC(F)(F)F)cc1	-13.5	13.9	0.8	15.9	-1.8	-5.0	797.3*	105.9	-10.4	-79.8	3.0
CSc1ccccc1C(=O)N(CC1CCCO1)c1c(N)n(Cc2ccccc2)c(=O)[nH]c1=O (centres undefined)	1.8	-7.0	2.4	-0.3	-1.9	-1.9	-3.3	102.4	-8.4	2.2	-1.5
